Assay outcomes deposited in PubChem by Sanford-Burnham Center for Chemical Genomics.
Mdm2-MdmX inh – inhibitors of human Mdm2-MdmX association, primary screen, cell-based, luminescence, split luciferase, SaOS-2, uHTS; Protein Mdm4 (Homo sapiens) + E3 ubiquitin-protein ligase Mdm2 (Homo sapiens), …; SaOS-2 split-luciferase Mdm2/MdmX complementation; inhibition, % at 8 µM; 3% of 330,000 active;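 active = inhibition of at least 50% at 8 µM in the primary screen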
Target sequence (O15151 whole entry, looked up): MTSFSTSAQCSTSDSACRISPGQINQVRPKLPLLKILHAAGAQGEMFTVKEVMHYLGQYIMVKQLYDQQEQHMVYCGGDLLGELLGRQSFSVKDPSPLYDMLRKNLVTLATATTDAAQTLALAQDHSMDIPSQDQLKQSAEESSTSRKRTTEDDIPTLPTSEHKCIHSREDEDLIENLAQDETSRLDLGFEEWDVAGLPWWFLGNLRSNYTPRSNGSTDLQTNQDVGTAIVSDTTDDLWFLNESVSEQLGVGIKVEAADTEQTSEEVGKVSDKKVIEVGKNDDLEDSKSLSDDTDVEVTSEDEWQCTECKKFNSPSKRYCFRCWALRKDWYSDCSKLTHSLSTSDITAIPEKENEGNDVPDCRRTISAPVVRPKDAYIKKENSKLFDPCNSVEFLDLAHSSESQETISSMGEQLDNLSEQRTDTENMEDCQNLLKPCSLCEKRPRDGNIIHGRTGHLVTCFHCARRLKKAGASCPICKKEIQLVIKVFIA
Target sequence (Q00987 whole entry, looked up): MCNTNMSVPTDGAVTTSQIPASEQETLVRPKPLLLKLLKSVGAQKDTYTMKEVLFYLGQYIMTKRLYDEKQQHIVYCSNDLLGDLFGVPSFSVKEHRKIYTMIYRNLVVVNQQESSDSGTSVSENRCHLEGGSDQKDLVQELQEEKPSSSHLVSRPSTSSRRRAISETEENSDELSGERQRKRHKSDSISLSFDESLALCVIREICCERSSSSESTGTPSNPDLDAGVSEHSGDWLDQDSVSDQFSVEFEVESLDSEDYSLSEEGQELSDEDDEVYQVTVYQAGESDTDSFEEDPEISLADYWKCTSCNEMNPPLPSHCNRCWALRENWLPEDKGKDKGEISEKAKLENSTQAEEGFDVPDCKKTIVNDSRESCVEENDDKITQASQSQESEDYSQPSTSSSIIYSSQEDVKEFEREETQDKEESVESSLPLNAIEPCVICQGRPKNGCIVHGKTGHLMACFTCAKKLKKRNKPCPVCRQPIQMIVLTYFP
TIM10 inh – growth inhibitors of isogenic TIM10 control yeast, primary screen, counter-screen for tim10-1 yeast inhibitor project, luminescence, uHTS. S. cerevisiae TIM10 strain growth, BacTiter-Glo luminescence, 24 h. inhibition, % at 10 µM. AID 463195, 2010. 1.4% of 330,000 active;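 active = inhibition of 40% or more at the single tested concentration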;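 note: wild-type TIM10 isogenic control strain grown at permissive 25 °C; 0% = DMSO yeast wells and 100% = minimal medium wells without yeast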
tim10-1 inh – growth inhibitors of tim10-1 mutant yeast, primary screen, luminescence, uHTS; AID 463190, 2010; S. cerevisiae tim10-1 ts strain growth, BacTiter-Glo, 24 h; inhibition, % at 20 µM; 2.2% of 330,000 active;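 active = inhibition of at least 40%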;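 note: mutant grown at 25 °C; 0% = DMSO wells with yeast and 100% = wells holding no yeast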
tim23-1 inh – growth inhibitors of tim23-1 mutant yeast, primary screen, luminescence, uHTS; inhibition, % at 20 µM; S. cerevisiae tim23-1 growth, BacTiter-Glo luminescence, 24 h; AID 463212, 2010; 1.3% of 330,000 active;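 active = growth inhibition of the mutant yeast at or above 50%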;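 note: temperature-sensitive mutant grown at 25 °C; plate controls were DMSO-treated mutant yeast for no effect and medium wells lacking yeast for full effect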
GRIN3A LBD mod – binders of NR3A ligand-binding domain, primary screen, biophysical, differential scanning fluorimetry, uHTS. 2.5% of 340,000 active. NR3A LBD differential scanning fluorimetry, Tm shift; 0% = protein alone, 100% = glycine-bound protein. AID 1259313, 2017. Tm shift relative to glycine control, % at 25 µM. Glutamate receptor ionotropic, NMDA 3A (GRIN3A) ligand-binding domain;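 active = melting temperature shift of at least 10% of the positive control shift, at one fixed dose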
UPR CHOP act – activators of apoptotic CHOP UPR arm, primary screen, cell-based, CHO-CHOP luciferase reporter, luminescence, uHTS | UPR activation; percent of tunicamycin response over DMSO baseline | activation, % at 10 µM | 0.34% of 330,000 active | AID 449763, 2010;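 active = at 10 µM dose, activation of 40% or more, normalized to positive control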;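 note: 100% = tunicamycin at 10 µg/mL and 0% = DMSO alone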
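System: CHO-CHOP luciferase reporter cell line; amount: 500 cells/well; buffer or medium: F12 medium containing 10% fetal bovine serum; incubation: 6 h compound exposure at 37 °C after overnight seeding; measured by: luciferase luminescence after 10 min with Steady-Glo reagent; evaluation: % reporter activation, DMSO baseline versus tunicamycin full activation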
XBP1 UPR activ – activators of adaptive XBP1 UPR arm, primary screen, cell-based, CHO-XBP1 luciferase reporter, luminescence, uHTS. IRE1-XBP1 UPR activation; percent of tunicamycin response, DMSO as zero. activation, % at 20 µM. 0.33% of 330,000 active. AID 463104, 2010;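 active = versus positive control, 20 µM dose yields 30% or more activation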;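 note: 100% = tunicamycin at 10 µg/mL and 0% = DMSO only wells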
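Material – CHO cell line with stable XBP1 luciferase reporter · Buffer or medium – F12 plus 10% FBS · Compound – single point, 20 µM final compound, 1% DMSO · Schedule – 16-18 h cell attachment at 37 °C, then 6 h compound exposure · Signal – Steady-Glo luminescence read · Benchmarks – high control tunicamycin 10 µg/mL final, low control DMSO vehicle only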
NLRP3 yeast inh – NALP3 inflammasome inhibitors in reconstituted yeast, primary screen, luminescence, uHTS | inhibition, % at 10 µM | Yeast reconstituted NLRP3/ASC/caspase-1, beta-gal luminescence, 24 h | 0.39% of 330,000 active;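 active = inhibition of 50% or more; inactive = inhibition below 50%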;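 note: plate controls were induced DMSO wells for no effect and uninduced yeast grown without galactose for full effect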
APJ agonist – agonists of human apelin receptor APJ, primary screen, CHO-K1 cells, PathHunter beta-arrestin, luminescence. P35414. 0% DMSO wells, 100% apelin. activation, % at 20 µM. 0.11% of 330,000 active. AID 2520, 2010;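 active = activation more than six SD over the plate average, tested at 20 µM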;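 note: 0% = DMSO alone and 100% = apelin-13 at 10 nM; some results filed as inactive read as strong as hits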
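Assay system: CHO-K1 cells stably expressing ProLink-tagged human APJ and arrestin–beta-gal acceptor. Compound dosing: 20 µM single point, 1% DMSO. Times: 16-18 h seeding, 90 min dark compound exposure, 60 min detection. Detection: beta-gal luminescence. Evaluation: APJ–arrestin association signal. Controls: negative DMSO alone, positive Apelin-13 at 10 nM.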
Active calls of the source: *.

Order of results – Mdm2-MdmX inh	TIM10 inh	tim10-1 inh	tim23-1 inh	GRIN3A LBD mod	UPR CHOP act	XBP1 UPR activ	NLRP3 yeast inh	APJ agonist
1	Cc1ccccc1N(CC(=O)N/N=C/c1ccc(Cl)cc1)C(=O)c1ccccc1
  39.5	2.1	5.3	5.3	-6.4	7.1	1.0	17.4	-2.1
2	Cc1cccc(NC(=O)/C(=C\c2ccco2)NC(=O)c2ccccc2)c1
  10.9	27.0	31.5	18.6	2.5	-3.0	2.9	-17.4	-2.8
3	COc1cc(C)nc(N(C)S(=O)(=O)c2ccccc2Cl)n1
  14.1	25.5	42.6*	22.9	1.5	-0.7	-2.2	-9.2	5.4
4	COc1ccccc1N1CCN(C(=O)CN(c2cc(C)cc(C)c2)S(C)(=O)=O)CC1
  -24.6	9.1	5.9	26.7	4.2	-1.0	-0.5	5.6	2.6
5	CC1(c2ccccc2)NC(=O)N(CC(=O)Nc2ccccc2C(=O)N2CCCCC2)C1=O (stereo not given)
  -15.7	4.9	-7.7	2.8	-0.3	2.2	0.4	-0.8	2.9
6	COc1ccc(N(C(=O)c2ccco2)C(C(=O)NC2CCCCC2)c2ccccc2)cc1 (stereo not given)
  17.3	4.0	15.6	13.1	0.0	-0.5	1.7	4.2	-2.5
7	NC(=O)CC(NC(=O)c1cccc(Br)c1)c1ccc(NC2CCCCCCC2)c([N+](=O)[O-])c1 (stereo not given)
  20.3	7.5	4.7	12.7	-2.9	-3.2	0.3	9.8	-3.5
8	COc1ccc(C(=O)NC2CCCCCC2)cc1S(=O)(=O)N1CCOCC1
  9.7	2.6	-20.4	-8.6	1.1	2.3	-1.8	6.7	-5.3
9	O=C(NCc1ccco1)c1cccc2c1C(=O)N(C1CCCCC1)C2
  -17.5	19.3	33.2	-5.5	3.3	1.8	-1.9	-5.2	-3.8
10	O=C(/C=C\Nc1ccccn1)c1ccccc1
  -41.6	48.3*	10.8	51.8*	-21.7	-4.2	-9.1	62.8*	-0.9
11	NCCSC1CC(=O)N(Cc2ccc(F)cc2)C1=O (stereo not given)
  26.9	-5.0	2.7	13.8	-0.4	2.5	-1.5	35.4	-0.7
12	Cc1cc(=O)oc(C)c1C(=O)NCCN1CCOCC1
  19.6	7.4	5.2	-1.6	0.0	-2.9	-1.3	-5.7	-6.3
13	O=c1/c(=C/c2ccc(O)cc2)sc2n1CCCN=2
  -64.9	16.9	9.7	19.7	1.4	5.9	3.9	8.7	-3.7
14	CC(CCc1ccccc1)NCc1cccc2ccccc12 (stereo not given)
  -26.2	13.4	0.0	2.2	-3.0	1.3	-3.7	29.4	-1.1
15	COc1cc(C2OCC3C(c4cc(OC)c(OC)c(OC)c4)OCC23)cc(OC)c1OC (stereo not given)
  1.9	-5.5	-2.6	-5.3	-0.5	-0.4	-0.8	16.0	0.8
16	COc1ccc(C2C(C(=O)Nc3ccccc3OC)=C(C)Nc3nnnn32)c(OC)c1 (stereo not given)
  -6.8	8.2	0.8	8.2	1.4	0.5	-1.8	12.6	-0.8
17	O=C(O)c1ccc(CSc2nnc(COc3ccc(Cl)cc3Cl)o2)cc1
  4.1	11.4	12.0	14.2	-0.7	-0.1	-3.3	16.7	-3.1
18	O=C1NCC(COCC2CC=CCC2)O1 (stereo not given)
  9.8	2.5	10.8	6.7	0.8	0.8	-1.1	5.4	-2.0
19	CN(C)c1ccc(/C=N/NC(=O)c2cc(-c3ccc4c(c3)OCO4)n[nH]2)cc1
  51.5*	-3.4	-0.2	-8.9	12.4*	1.4	8.4	3.1	-1.5
20	COC(=O)c1ccc(C)c(NC(=O)CCSc2ccc(Cl)cc2)c1
  25.2	3.8	17.0	1.6	31.5*	0.8	-2.4	32.5	-2.5
21	O=C1CC2C(CC(OC(=O)c3ccc(-c4ccccc4)cc3)C2CO)O1 (stereo not given)
  -22.8	-34.5	-12.2	-1.9	3.8	-0.6	5.7	5.1	-4.1
22	Cc1ccc(NC(=O)CN2CCC(Cc3ccccc3)CC2)cc1S(=O)(=O)N(C)C
  24.3	-2.4	3.4	20.7	-1.4	-1.9	-3.2	20.1	-0.6
23	CCc1ccc2[nH]c(C(=O)Nc3ccc(F)cc3Br)cc2c1
  -0.8	-0.6	18.4	12.2	-0.3	1.7	-2.7	0.3	-4.0
24	COc1ccc(NC2=C(C(C)=O)C(c3ccc(N(C)C)cc3)C(C(C)=O)C(C)(O)C2)cc1 (stereo not given)
  -6.5	4.0	-1.1	16.9	-2.1	0.8	-5.1	0.1	0.0
25	CC(C)(C)c1cc(C(=O)N/N=C/c2ccc(-c3ccccc3[N+](=O)[O-])o2)n[nH]1
  -7.7	19.0	10.9	21.4	-6.7	7.1	12.9	5.7	12.5
26	O=S(=O)(N/N=C\c1cccnc1)c1ccccc1
  19.7	-3.8	20.5	0.7	1.1	1.1	-1.3	10.4	-1.4
27	CC(Oc1cccc(Br)c1)C(=O)NNC(=O)c1ccccn1 (stereo not given)
  71.7*	11.2	29.2	11.8	2.4	7.7	1.8	21.9	-4.1
28	Cc1nn(Cc2c(Cl)cccc2Cl)c(Cl)c1/C=C/C(=O)OCC(=O)NCC(F)(F)F
  79.5*	-24.4	-6.4	-5.2	-3.7	-3.1	4.2	4.6	2.2
29	Fc1ccc(C2=Nn3c(Cc4ccccc4)nnc3SC2)cc1
  22.8	10.1	18.1	3.0	0.5	0.0	-4.7	-6.0	1.3
30	OCCC1CN(Cc2cccn2-c2ncccn2)CCN1CCc1ccccc1 (stereo not given)
  5.4	-6.5	0.6	7.9	-7.3	0.5	-3.7	8.4	-3.0
31	O=C(NC(=S)N1CCN(c2ccc(O)cc2)CC1)c1ccco1
  -1.2	-16.7	-4.9	4.8	-0.8	1.2	1.3	10.6	2.8
32	Nc1nc(-c2ccccc2)cc(C(F)(F)F)n1
  11.7	1.2	30.0	6.4	1.4	-2.0	0.7	9.1	-4.0
33	CC(=O)c1ccc(Oc2cc(-c3ccccc3)nc(-c3ccccc3)n2)cc1
  -11.9	7.6	6.9	6.7	2.7	0.8	-1.0	9.1	-3.2
34	O=C(Nc1ccccc1F)c1cc(Cl)sc1Cl
  -1.6	16.6	0.4	7.5	2.1	4.6	2.1	-0.1	-3.0
35	COCCOC(=O)c1c(C)n(C)c2ccc(OC(=O)c3cccs3)cc12
  8.2	17.3	9.8	12.5	0.0	2.1	3.6	10.4	-1.4
36	COc1ccccc1CNC(=O)c1ccoc1C
  4.7	10.1	-2.9	8.3	1.7	-0.1	1.8	17.7	1.9
37	O=C(CS(=O)(=O)c1ccc(F)cc1)NCCS(=O)(=O)c1ccccc1
  22.2	-3.5	2.0	9.5	0.2	0.1	-4.5	0.2	-5.4
38	COc1ccc2c(=O)c3c(=O)n(-c4ccccc4)c(-c4ccc(C)cc4)nc3oc2c1
  46.4	-21.8	-19.3	2.0	1.7	1.1	-5.3	33.4	-1.3
39	C[C@@]12C(=O)N(Cc3ccccc3)CC(=O)N1[C@H]1c3ccccc3OC[C@@H]1[C@@H]2c1ccccc1
  18.8	8.2	20.4	41.3	0.7	1.2	-1.6	-10.3	-3.1
40	Cc1sc2ncnc(N/N=C/c3ccc(O)cc3)c2c1C
  2.4	15.4	6.8	21.1	35.0*	6.7	4.8	16.2	-1.2

An excerpt from above in order of SMILES length, lowest first:
Order of results – Mdm2-MdmX inh	TIM10 inh	tim10-1 inh	tim23-1 inh	GRIN3A LBD mod	UPR CHOP act	XBP1 UPR activ	NLRP3 yeast inh	APJ agonist
35	COCCOC(=O)c1c(C)n(C)c2ccc(OC(=O)c3cccs3)cc12
  8.2	17.3	9.8	12.5	0.0	2.1	3.6	10.4	-1.4
28	Cc1nn(Cc2c(Cl)cccc2Cl)c(Cl)c1/C=C/C(=O)OCC(=O)NCC(F)(F)F
  79.5*	-24.4	-6.4	-5.2	-3.7	-3.1	4.2	4.6	2.2
24	COc1ccc(NC2=C(C(C)=O)C(c3ccc(N(C)C)cc3)C(C(C)=O)C(C)(O)C2)cc1 (stereo not given)
  -6.5	4.0	-1.1	16.9	-2.1	0.8	-5.1	0.1	0.0

More results
Order of results – Mdm2-MdmX inh	TIM10 inh	tim10-1 inh	tim23-1 inh	GRIN3A LBD mod	UPR CHOP act	XBP1 UPR activ	NLRP3 yeast inh	APJ agonist
41	CC1C(=O)N(Cc2ccc([N+](=O)[O-])cc2)c2ccccc2N1C(=O)c1c(F)cccc1F (stereo not given)
  -9.8	32.2	21.7	41.2	1.4	2.7	-7.1	18.5	-1.8
42	Cc1ccc(O)c(C2=Nc3ccccc3N=C(c3cccs3)C2)c1
  16.6	12.3	11.4	6.5	-3.7	3.5	0.1	5.0	-3.8
43	Cc1cccc(C)c1OC(=O)CCN1C(=O)C2C3C=CC(C4CC34)C2C1=O (stereo not given)
  5.9	14.7	40.8*	26.5	-15.5	0.3	4.0	6.7	1.0
44	O=C(CC1Sc2ccccc2NC1=O)OC(C(=O)NCCc1ccccc1)c1cccnc1 (stereo not given)
  7.4	13.0	20.5	11.2	-2.1	-4.2	0.7	4.0	-3.2
45	COc1ccc(/C=N/NC(=O)c2ccn[nH]2)cc1COc1ccc(F)cc1
  17.2	27.7	11.2	-15.3	-8.2	1.6	1.6	13.6	3.4
46	CCOc1nc(SCCOc2ccccc2)nc(N(C)C)n1
  -18.0	12.7	21.8	1.8	0.4	-1.5	-0.9	40.3	2.5
47	CCCCc1ccc(NC(=O)CN2C(=O)NC(Cc3ccccc3)C2=O)cc1 (stereo not given)
  -6.7	6.5	4.6	15.1	38.2*	1.9	-0.6	7.9	-4.8
48	CC(C)CC(NC(=O)C(NC(=O)C1CCC(=O)N1C(=O)OCc1ccccc1)C(C)C)C(=O)N1CCCC1C(N)=O (stereo not given)
  -3.2	11.7	4.8	1.4	-1.3	1.3	-4.6	0.4	-0.8
49	Cc1cccc(NC(=O)C23CCC(C)(C2Br)C3(C)C)c1 (stereo not given)
  29.6	16.5	39.7	33.8	1.5	0.2	1.6	25.3	-3.9
50	O=C(O)c1ccc(CS(=O)(=O)c2c(Cl)cccc2Cl)o1
  -23.0	-15.6	17.2	15.5	0.6	-2.6	0.1	8.6	-1.0
51	Cc1ccc2nc(-c3ccc(NC(=O)C(C)Sc4nncs4)cc3)sc2c1 (stereo not given)
  -104.2	25.3	11.2	18.1	14.3*	1.7	3.2	8.1	-2.8
52	c1ccc(-c2cc(NCCN3CCCCC3)c3ccccc3n2)cc1
  56.9*	-24.6	0.6	-30.7	-2.0	-2.8	-3.1	3.0	-2.1

NLRP3 yeast inh, what is marked active above.
item | Structure | Mdm2-MdmX inh | GRIN3A LBD mod | XBP1 UPR activ | NLRP3 yeast inh
10 | O=C(/C=C\Nc1ccccn1)c1ccccc1 | -41.6 | -21.7 | -9.1 | 62.8*
